ERb SRC1 inh: inhibitors of ERβ-SRC1 coactivator interaction, primary screen, biochemical, TR-FRET, ERβ LBD, SRC-1 peptide | TR-FRET ER-beta LBD / SRC1-Cy5 peptide binding; receptor agonist-loaded with 1 µM estradiol | inhibition, % at 25.6 µM | hit rate 1.3% among 86,000;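 active means compounds whose percent inhibition of the receptor-coactivator binding signal exceeds about 50% in the single-dose screen, limit read from the data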;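 further: 0% = receptor plus peptide wells without compound and 100% = peptide-only wells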
Target sequence (Q92731 whole entry, looked up, the tested form may be a part): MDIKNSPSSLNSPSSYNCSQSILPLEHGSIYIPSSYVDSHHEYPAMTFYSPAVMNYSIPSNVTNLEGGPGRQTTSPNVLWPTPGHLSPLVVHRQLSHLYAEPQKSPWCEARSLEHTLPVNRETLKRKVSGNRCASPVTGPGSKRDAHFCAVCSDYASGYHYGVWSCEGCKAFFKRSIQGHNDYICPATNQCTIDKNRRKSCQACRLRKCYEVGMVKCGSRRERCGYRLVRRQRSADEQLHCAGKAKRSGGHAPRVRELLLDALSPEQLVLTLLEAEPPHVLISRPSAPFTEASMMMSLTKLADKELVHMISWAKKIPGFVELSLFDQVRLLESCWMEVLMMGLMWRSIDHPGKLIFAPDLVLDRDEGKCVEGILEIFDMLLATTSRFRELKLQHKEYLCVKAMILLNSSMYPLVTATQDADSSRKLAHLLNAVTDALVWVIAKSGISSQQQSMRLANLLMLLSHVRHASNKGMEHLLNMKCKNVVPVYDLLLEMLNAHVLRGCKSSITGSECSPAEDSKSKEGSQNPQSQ
ERa coact pot: enhancers of ERα–SRC-1 coactivator binding, primary screen, biochemical, TR-FRET, ERα LBD, low estradiol; Estrogen receptor (Homo sapiens), P03372; TR-FRET ERalpha-LBD/SRC-Cy5 coactivator binding, 2 h; 100 = basal binding, no effect; coactivator binding (% of control), % at 25.6 µM; hit rate 1.3% among 86,000; in the data active means activity above about 200%;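 further: binding measured in presence of low estradiol as agonist stimulus; 0% = peptide alone without receptor and 100% = receptor with peptide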
PLK1 kinase inh: human PLK1 kinase inhibitors, primary screen, biochemical, TR-FRET | Serine/threonine-protein kinase PLK1 (Homo sapiens), P53350 | recombinant PLK1 kinase, TR-FRET peptide phosphorylation | inhibition, % at 10 µM | hit rate 0.53% among 97,000 | AID 619, 2007;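 active means inhibition of 50% or more in the single-concentration screen; inactive means inhibition below 50%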;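 further: 0% = DMSO max control and 100% = H-89 dihydrochloride min control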
HIV Rev-RRE inh: HIV-1 Rev-RRE binding inhibitors, primary screen, biochemical, FRET, protein-RNA interaction. Rev peptide-RRE RNA binding. inhibition, % at 8 µM. hit rate 0.79% among 97,000. P05866;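 active means inhibition above the screen-wide mean plus 3 SD, cut at about 35% in these data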;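 further: 0% = median DMSO wells and 100% = median Neomycin B control wells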
Target sequence (P05866 whole entry, looked up): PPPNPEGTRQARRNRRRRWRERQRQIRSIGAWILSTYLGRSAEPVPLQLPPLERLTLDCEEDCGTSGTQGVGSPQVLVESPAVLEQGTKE
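Probe or stimulus: fluorescein-Rev peptide as binding partner; assay system: Cy5-tagged RRE RNA duplex with fluorescein-tagged Rev peptide; timing: 5 min compound–RNA preincubation, then 15 min with peptide, 25 °C; medium: HEPES pH 7.5 buffer with KCl, MgCl2, NaCl and EDTA; signal: fluorescein-to-Cy5 FRET, 480 nm excitation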
Mac1 fbg inh: inhibitors of CD11b/CD18 adhesion to fibrinogen, primary screen, K562 cells, luminescence. Integrin beta-2 (Homo sapiens) + Integrin alpha-M (Homo sapiens), P05107+P11215. ATPlite luminescence; Mn2+ added to activate the integrin. inhibition, % at 10 µM. hit rate 0.54% among 93,000;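 active means primary inhibition of 50% or more at 10 µM, then 40% or more on retest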; further: some results filed as inactive read as strong as hits
ERa coact inh: ERα–SRC-1 coactivator interaction inhibitors, primary screen, biochemical, TR-FRET, ERα LBD, estradiol-bound; Estrogen receptor (Homo sapiens), P03372; TR-FRET ER-alpha LBD / SRC-1 peptide; inhibition, % at 25.6 µM; hit rate 1.7% among 86,000; in the data active means inhibition above about 50%;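 further: 0% = receptor plus peptide control and 100% = peptide only without receptor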
Plk1 PBD FP: Plk1 polo box domain binding inhibitors, primary screen, biochemical, fluorescence polarization | Serine/threonine-protein kinase PLK1 (Homo sapiens), P53350 | hit rate 0.13% among 97,000 | inhibition, %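 (tested at about 20 µM)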 | Plk1 PBD phosphopeptide binding; in the data active means inhibition above about 34%, passing the limit was not always enough
FAK inh: FAK kinase inhibitors, primary screen, biochemical | biochemical FAK kinase activity assay | inhibition, %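 (tested at 7 µM)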 | hit rate 0.84% among 97,000; in the data active means inhibition above about 19%;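 further: 0% = DMSO and 100% = reference compound high control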
CD11b adhes enh: enhancers of CD11b/CD18 adhesion to fibrinogen, primary screen, K562 cells, luminescence; Integrin beta-2 (Homo sapiens) + Integrin alpha-M (Homo sapiens), P05107+P11215; ATPlite luminescence; activation, % at 10 µM; hit rate 0.07% among 93,000;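 active means 10 µM primary screen giving 50% or more activity, confirmed by 40% or more on retest at that dose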; further: strong numbers were not always called active; reference of the scale not given here
* marks the source's active call; other numbers are inactive results; / = not tested or not shown; [ ] = another dose, or the depositor's remark.

SMILES | ERb SRC1 inh | ERa coact pot | PLK1 kinase inh | HIV Rev-RRE inh | Mac1 fbg inh | ERa coact inh | Plk1 PBD FP | FAK inh | CD11b adhes enh
O=C(CSc1nnc(CNC(=O)c2ccccc2F)o1)NCC1CCCO1 (stereo not drawn) | -6 | 114 | 9 | 1 | 8 | -9 | -20 | 1 | 4
CCOc1ccc2nc(NC(=O)CSc3nc4c(c(=O)n(C)c(=O)n4C)n3C(C)C)sc2c1 | -3[fluorescence artefact?] | 118[fluorescence artefact?] | / | / | 13 | -3[fluorescence artefact?] | / | / | 2
O=C(CCn1c(=O)oc2ccccc21)n1c(=O)oc2ccccc21 | 6 | 96 | 9 | 8 | / | 1 | -2 | 2 | /
COc1ccc(F)cc1S(=O)(=O)Nc1ccc2c(c1)OCO2 | 5 | 92 | 0 | 3 | -10 | -2 | -5 | 3 | 8
Cc1cccc(Nc2nc(N)nc(CN3CCN(c4ccccc4F)CC3)n2)c1 | / | / | 0 | 0 | / | / | 1 | -4 | /
CCC1=C/C(=C\c2ccc3c(c2)OCO3)C(=O)S1 | / | / | 26 | 10 | -2 | / | 8 | 6 | 21
COc1ccc(C2CC(c3cccs3)=Nc3ccccc3S2)cc1 (stereo not drawn) | -3 | 100 | -14 | 5 | / | -10 | -9 | -2 | /
CCC(C)n1c(=N)c(C#N)cc2c(=O)n3ccccc3nc21 (stereo not drawn) | 4 | 104 | -16 | 3 | / | -6 | -13 | 1 | /
Cc1ccc(Sc2cc(C(F)(F)F)nc(N(C)C)n2)cc1 | / | / | -5 | 8 | 9 | / | -4 | 5 | 4
COc1ccc(N2CCN(C(=O)CN(c3ccccc3)S(C)(=O)=O)CC2)cc1 | 2 | 90[fluorescence artefact?] | -15 | 12 | -18 | -4 | -2 | 4 | -1
O=C(Nc1ccccc1C(=O)N1CCCC1)c1cccc(S(=O)(=O)N2CCCCC2)c1 | / | / | -1 | 3 | -14 | / | 9 | -8 | 2
COc1cccc(C2/C(=C(\O)c3c(C)nc4c(C)cccn34)C(=O)C(=O)N2CCCN(C)C)c1OC (stereo not drawn) | -10[fluorescence artefact?] | 129 | / | / | -15 | 4 | / | / | -1
Cc1ccc(N(CC(=O)N/N=C/c2ccco2)S(=O)(=O)c2ccccc2)cc1 | / | / | -11 | 5 | 22 | / | 2 | 1 | -1
Cc1ccccc1-c1nc(CN2CCC(C(=O)N3CCC(C(N)=O)CC3)CC2)c(C)o1 | -10 | 79 | -7 | 5 | 5 | -1 | -13 | -3 | 4
NC(=O)COc1cccc2cccnc12 | 7 | 106 | -10 | 7 | -19 | -4 | 10 | 2 | -3
Cc1ccc(C(=O)NCCSC2CCCCC2)cc1S(=O)(=O)Nc1ccccc1 | / | / | -16 | 10 | 25 | / | 1 | 2 | -1
Cc1cc(C)cc(NC(=O)Nc2ccc3c(c2)N(C)C(=O)CS3)c1 | 1 | 110 | 2 | 3 | -4 | 4 | -33 | 0 | -2
CCOc1ccc(OCC)c(NC(=O)C2CCCN(c3nc(C)cc(C)n3)C2)c1 (stereo not drawn) | -8 | 119[fluorescence artefact?] | / | / | 8 | -19 | / | / | 2
O=S(=O)(Nc1nc2c(s1)CCCC2)c1ccc(Br)cc1 | -2 | 77[fluorescence artefact?] | -10 | 3 | / | 7 | 11 | -2 | /
N#Cc1nc(Cc2ccccc2)oc1N1CCN(c2cccc(Cl)c2)CC1 | 3 | 91[fluorescence artefact?] | -18 | 11 | 17 | -8 | -25 | 1 | -2
CS(=O)(=O)N1CCN(c2ccccc2NC(=O)c2ccc(Cl)cc2)CC1 | -2 | 127 | -7 | 2 | / | -14 | 12 | -5 | /
CN(C(=O)COC(=O)COc1ccccc1F)C1CCS(=O)(=O)C1 (stereo not drawn) | -2 | 99 | -14 | -1 | -2 | 0 | -5 | -5 | 7
CCCCSc1cc(=O)n(-c2ccccc2)nc1C(=O)OCC | / | / | -8 | 7 | 2 | / | -22 | -2 | 0
CCN1CCN(c2ncc(C(=O)N3CCCc4ccccc43)c3ccccc23)CC1 | 3[fluorescence artefact?] | 95 | / | / | -18 | 2 | / | / | 11
CCOC(=O)C1(C)/C(=N/Nc2cccc(Cl)c2)C(=O)C(=O)N1c1ccccc1 (stereo not drawn) | -10 | 60 | -13 | 1 | / | -6 | 7 | -5 | /
O=C(NCCCn1ccnc1)c1cccnc1 | 4 | 107 | -8 | 9 | / | -12 | -18 | 1 | /
CN1CCN(CC(=O)n2c3c(c4ccccc42)CCCC3)CC1 | -5 | 118 | -1 | 7 | -6 | 3 | 25 | 20* | -2
Cc1nc(CCNC(=O)COc2ccccc2)cs1 | 9 | 113 | -14 | 8 | -9 | 5 | 20 | 5 | -2
Nc1nnnn1/N=C/c1cc(Cl)cc(Cl)c1OCc1ccc(Cl)cc1Cl | -4 | 167[fluorescence artefact?] | -2 | 13 | -19 | -11[fluorescence artefact?] | 3 | -1 | 44
Cc1cccc(NC(=O)C2CCN(c3nccc(C)n3)CC2)c1 | -4 | 96 | 1 | 0 | -8 | -1 | 14 | 2 | 0
COc1ccc(C(=O)Nc2c3c(nn2-c2cccc(Cl)c2)CS(=O)C3)cc1 (stereo not drawn) | -4[fluorescence artefact?] | 102 | -14 | 8 | -31 | 3[fluorescence artefact?] | 5 | 6 | -2
COc1ccc(OC)c(NC(=O)Cn2c(-c3ccc(Cl)cc3)noc2=O)c1 | -3 | 103 | 2 | 7 | -4 | 4[fluorescence artefact?] | -5 | -3 | -2
O=C(CSc1nnc(-c2cccs2)n1-c1ccccc1)NCc1ccco1 | 6 | 101 | -8 | 4 | 2 | 18 | 1 | -2 | 7
N#Cc1cc2c(nc1SCc1ccccc1)CCCCC2 | 3 | 98 | -6 | 15 | 4 | 1 | -17 | 2 | 0
CC(=O)OC1CC(n2ccc(NC(=O)c3ccccc3)nc2=O)OC1CO (stereo not drawn) | -4 | 106 | -15 | 3 | -2 | -3 | -15 | 5 | -2
Cc1ccnc(-n2sc3ccccc3c2=O)n1 | 21 | 110 | 27 | 12 | 28 | 20 | 9 | 3 | -5
CCCCCn1c(=O)c(Cc2ccccc2)c(O)c2ccccc21 | -3 | 71 | -4 | 3 | / | 16 | -23 | -3 | /
Cc1cccc(C)c1OCc1nnc2c3cnn(C)c3ncn12 | -8 | 98 | -11 | 4 | -23 | -10 | -4 | 7 | -2
CCOC(=O)NC1(C(F)(F)F)C(=O)N(Cc2ccccc2)C2=C1C(=O)CC(C)(C)C2 (stereo not drawn) | -3 | 108 | -7 | -2 | / | -2 | -16 | -2 | /
COc1ccc(-c2nnc3ccc(SCC(=O)N4CCCC4)nn23)cc1 | -12 | 117 | 0 | 7 | -28 | -2 | -4 | 1 | 2

Record cards (already shown). Screens in order: ERb SRC1 inh, ERa coact pot, PLK1 kinase inh, HIV Rev-RRE inh, Mac1 fbg inh, ERa coact inh, Plk1 PBD FP, FAK inh, CD11b adhes enh
`Cc1ccc(N(CC(=O)N/N=C/c2ccco2)S(=O)(=O)c2ccccc2)cc1` is listed with /, /, -11, 5, 22, /, 2, 1, -1
`Nc1nnnn1/N=C/c1cc(Cl)cc(Cl)c1OCc1ccc(Cl)cc1Cl` is listed with -4, 167[fluorescence artefact?], -2, 13, -19, -11[fluorescence artefact?], 3, -1, 44
`COc1ccc(F)cc1S(=O)(=O)Nc1ccc2c(c1)OCO2` is listed with 5, 92, 0, 3, -10, -2, -5, 3, 8

(next part)
SMILES | ERb SRC1 inh | ERa coact pot | PLK1 kinase inh | HIV Rev-RRE inh | Mac1 fbg inh | ERa coact inh | Plk1 PBD FP | FAK inh | CD11b adhes enh
Cc1cnn(CCC(=O)NNC(=S)Nc2ccccc2)c1 | / | / | 0 | -3 | 4 | / | -19 | -5 | -7
CN1CCN(Cc2c(O)ccc3occ(C(=O)c4ccccc4)c23)CC1 | -3 | 110[fluorescence artefact?] | -5 | -2 | 14 | -4 | 1 | 6 | -1
CC(NC(=O)C1CCC(=O)N1Cc1ccc(F)cc1)c1ccc2c(c1)OCCO2 (stereo not drawn) | -2[fluorescence artefact?] | 100 | -11 | 2 | -5 | -5 | 7 | -4 | -3
COCCNC(=O)Cc1cn(C)c2ccccc12 | 2 | 124 | -9 | 10 | 8 | 42 | 1 | -1 | 0
COc1cc(C2C3C(=O)N(Cc4ccccc4)C(=O)C3ON2c2ccccc2)cc(OC)c1OC (stereo not drawn) | 2 | 123 | -10 | 6 | 7 | -5 | 8 | 0 | 0
COc1ccc(CNC(=O)C2COc3ccccc3O2)cc1 (stereo not drawn) | -23 | 104 | -12 | 6 | / | -30 | -23 | -2 | /
CN(CCOC(=O)c1ccco1)Cc1ccccc1 | -4 | 98 | -5 | 0 | -10 | -11 | 6 | 2 | -4
COn1c(-c2ccccc2)nc2c1CCc1c-2no[n+]1[O-] | 31 | 89 | -4 | 6 | -24 | -2 | 8 | 2 | -3
COC(=O)c1ccc(S(=O)(=O)NCc2cccc(OC)c2)n1C | -17 | 101 | -8 | 8 | -6 | -22 | -1 | 2 | -2
Cc1cc(N2CCN(c3nc4ccccc4s3)CC2)n2ncnc2n1 | 4[fluorescence artefact?] | 113 | -4 | 6 | 74* | 8[fluorescence artefact?] | 1 | -1 | -12
COC(=O)c1cc(N2C(=O)C3C(C2=O)C2(C)C=CC3(C)O2)ccc1Cl (stereo not drawn) | 0 | 105 | -1 | 8 | -8 | -5[fluorescence artefact?] | 16 | -1 | 0
CCC(NC(=O)c1ccccc1NC(=O)c1ccco1)C(=O)O (stereo not drawn) | -4 | 89 | -10 | -1 | 3 | 3[fluorescence artefact?] | 5 | 2 | -1
CCC(=O)N1CCN(c2ccc(NC(=O)c3c(F)c(F)c(OC)c(F)c3F)cc2)CC1 | -4 | 103 | -7 | 9 | -46 | -8 | -15 | -3 | -1
COc1ccc(S(=O)(=O)NCc2ccc3c(c2)OCO3)cc1C | 2[fluorescence artefact?] | 116 | -3 | 9 | -8 | 7[fluorescence artefact?] | -13 | 0 | -1
CCN1CCN(C(=O)Nc2cccc(C(F)(F)F)c2)CC1 | -8 | 109 | -8 | 4 | 5 | -2 | -15 | -2 | 8
CC(C)CNC(=O)c1ccccc1NC(=O)CN(c1ccc2c(c1)OCCO2)S(C)(=O)=O | -1 | 114 | -16 | 1 | -10 | -6 | 10 | 0 | 1
O=C(CN1CCOc2ccccc21)N1CCC(Cc2ccccc2)CC1 | -10 | 85[fluorescence artefact?] | -13 | 3 | / | 27[fluorescence artefact?] | 9 | 4 | /
CCOC(=O)N1CCC(N(C(=O)Nc2cccc(OC)c2)C(C)CC)CC1 (stereo not drawn) | -15 | 123 | -9 | 0 | -24 | 2 | 8 | 7 | -2
O=C(NCC1CCNCC1)c1ccncc1 | 1 | 114 | -13 | 6 | / | -15 | 10 | 1 | /
COc1ccc(C)cc1-n1nnnc1SCc1cc(=O)n2cc(C)ccc2n1 | 19[fluorescence artefact?] | 89 | / | / | 62 | 12 | / | / | -2

Not a hit list; overall some 4.7% were active at least once.
